Bioassay records from PubChem BioAssay.
HTR5A inv ag: HTR5A inverse agonism, opioid heterodimer counter-screen. HTR5A cell line, luminescence. actives 0.083% (n = 340,000). AID 504634. inhibition, % at 9.3 µM; in the data active = inhibition mostly above about 23%, no sharp cut-off; inactive = mostly below about 18%;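 note: 0% = cells with DMSO and 100% = no-cell wells with DMSO; some compounds called inactive have numbers as strong as hits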
PKA-R2B activ: PKA-R2B complex activation; PKA-R2B holoenzyme dissociation, Cy5-IP20 fluorescence polarization; R2B truncated from residue 108, S112A mutant; 0% DMSO only, 100% 113 µM cGMP; activation, % at 11.4 µM; actives 0.079% (n = 340,000);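 active = activation above a cutoff set at the mean over all compounds plus 3 SD, cut at about 18% in these data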;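 note: higher means more holoenzyme dissociation and a rise in polarization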
Target sequence (P31323 whole entry, looked up, other chains not shown, the tested form may be a part): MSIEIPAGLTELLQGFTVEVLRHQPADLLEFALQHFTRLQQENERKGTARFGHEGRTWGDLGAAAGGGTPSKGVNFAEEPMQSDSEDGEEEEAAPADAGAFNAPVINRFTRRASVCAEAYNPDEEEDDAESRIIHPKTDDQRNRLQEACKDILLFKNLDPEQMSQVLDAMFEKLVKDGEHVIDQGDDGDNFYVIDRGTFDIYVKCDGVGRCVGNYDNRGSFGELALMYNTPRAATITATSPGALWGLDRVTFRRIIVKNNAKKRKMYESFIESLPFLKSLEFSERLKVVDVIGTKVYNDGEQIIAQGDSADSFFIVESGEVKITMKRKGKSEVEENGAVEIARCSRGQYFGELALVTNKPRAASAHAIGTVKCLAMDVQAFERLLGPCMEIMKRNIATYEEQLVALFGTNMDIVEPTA
SUMO Mot1 rescue: inhibitors of SUMOylation pathway: yeast Mot1-301 growth rescue. S. cerevisiae Mot1-301 growth rescue, ATP luminescence, 38.5C; percent above DMSO median, 100 means doubled. growth rescue, % at 18.8 µM. actives 1% (n = 320,000);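 active = every valid replicate shows activation above 250% relative to neutral control wells; inactive = the rest, any valid replicate at or below 250%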;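 note: OY570 slx delta 5 strain wells were the positive control but not used for scaling; some compounds called inactive have numbers as strong as hits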
PKA-R1A activ: PKA-R1A complex activation; P00514+P68181; PKA-R1A dissociation, Cy5-IP20 fluorescence polarization; scaled: DMSO 0%, 113 µM cGMP 100%; activation, % at 11.4 µM; actives 0.083% (n = 340,000); AID 504707;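 active = percent activation above the mean of all tested compounds plus 3 SD, cut at about 19% in these data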;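 note: higher means more PKAc released from R1A so a rise in polarization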
phage Ecoli inh: E. coli growth loss with phage present; growth absorbance; inhibition, % at 11.9 µM; actives 0.26% (n = 360,000); in the data active = inhibition above about 11%
HTR5A ag ctr: activates human HTR5A in OPRM1-OPRD1 agonist counter-screen. P47898. HTR5A agonist assay, luminescence, cell-based. activation, % at 9.3 µM. actives 0.61% (n = 340,000); in the data active = activation mostly above about 9.5%, no sharp cut-off; inactive = mostly below about 7.6%;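 note: 0% = cells with vehicle only and 100% = reference agonist; strong numbers were not always called active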
AddAB inh: less growth of phage-infected E. coli with AddAB; actives 0.29% (n = 330,000); E. coli expressing H. pylori AddAB, absorbance growth; AID 435030; inhibition, % at 11.9 µM; in the data active = inhibition above about 12%;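 note: 0% = vehicle wells of infected cells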
DAGLB inh: diacylglycerol lipase beta (human) inhibition. AID 504411. inhibition, % at 5.17 µM. actives 0.059% (n = 340,000). HEK293T DAGLB membrane lysate, EnzChek fluorogenic substrate; in the data active = inhibition above about 34%;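 note: 0% = enzyme with vehicle and 100% = wells lacking enzyme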
Target sequence (Q8NCG7 whole entry, looked up): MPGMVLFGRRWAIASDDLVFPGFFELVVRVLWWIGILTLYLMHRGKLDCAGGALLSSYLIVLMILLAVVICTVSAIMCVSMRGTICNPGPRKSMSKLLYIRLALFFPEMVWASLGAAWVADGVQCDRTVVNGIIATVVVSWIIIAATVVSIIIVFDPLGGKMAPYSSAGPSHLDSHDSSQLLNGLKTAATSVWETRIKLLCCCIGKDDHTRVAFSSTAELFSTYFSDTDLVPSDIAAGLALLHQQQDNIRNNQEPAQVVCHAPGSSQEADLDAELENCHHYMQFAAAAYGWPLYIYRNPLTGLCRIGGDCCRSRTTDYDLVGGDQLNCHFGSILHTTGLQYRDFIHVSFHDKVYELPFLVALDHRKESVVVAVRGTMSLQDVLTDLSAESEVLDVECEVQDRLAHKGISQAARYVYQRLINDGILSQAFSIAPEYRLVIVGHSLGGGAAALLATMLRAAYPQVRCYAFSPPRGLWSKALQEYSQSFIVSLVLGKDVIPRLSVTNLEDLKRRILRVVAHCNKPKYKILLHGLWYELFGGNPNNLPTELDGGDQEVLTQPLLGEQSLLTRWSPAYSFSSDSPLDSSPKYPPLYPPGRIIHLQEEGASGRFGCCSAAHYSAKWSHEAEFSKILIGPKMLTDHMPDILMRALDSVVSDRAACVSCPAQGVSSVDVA
CDK5 p35 inh: blocks human CDK5/p35 kinase activity; Q00535+Q15078; Recombinant CDK5/p35, ADP-Glo luminescence, 60 min; inhibition, % at 10 µM; actives 0.01% (n = 330,000); AID 488839;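 active = highest replicate inhibition of at least 50% and at least 75% of replicates reaching 50%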;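 note: plate controls were DMSO neutral control for no effect and GW8510 at 10 µM for full effect; many of its hits are not listed in these tables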
Tat transport: blocks Tat-dependent protein export in E. coli; E. coli MC4100 TorA-mCherry Tat export, fluorescence; inhibition, % at 10 µM; actives 0.036% (n = 340,000); AID 488895;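 active = mean replicate inhibition at least 50% and at least half of replicates individually reaching 50%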;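 note: exported cargo escapes ClpAP degradation while cytoplasmic cargo is degraded and loses fluorescence; 0% = median of neutral control wells and 100% = median of NaSCN control wells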
Ecoli viability: bacterial growth inhibition, counter-screen for AddAB inhibitors; actives 0.27% (n = 330,000); inhibition, % at 11.9 µM; E. coli V3065 growth, OD600 absorbance, 18 h; AID 449728;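 active = inhibition above the campaign's mean inhibition across all tested compounds plus 3 SD, cut at about 9.9% in these data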;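 note: uninfected addAB+ strain grown without phage in ampicillin broth; 0% = DMSO wells and 100% = ciprofloxacin 0.95 µg/ml wells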
Active calls of the source: *.

`CCN(CC)C(=O)COC(=O)C1=NN(c2cc(C)ccc2C)C(=O)CC1` gave HTR5A inv ag 3.5, PKA-R2B activ 0.2, SUMO Mot1 rescue 9.3, PKA-R1A activ -1.9, phage Ecoli inh 1.7, HTR5A ag ctr -3.5, AddAB inh 4.2, DAGLB inh -0.4, CDK5 p35 inh -1.3, Tat transport 4.8 and Ecoli viability -1.1.
O=C(CSc1ccc(Cl)cc1)NNC(=O)c1cccnc1 was read as HTR5A inv ag 0.3, PKA-R2B activ 2.5, SUMO Mot1 rescue 10.0, PKA-R1A activ -6.0, phage Ecoli inh -0.8, HTR5A ag ctr -0.1, AddAB inh -1.8, DAGLB inh -0.6, CDK5 p35 inh 1.1, Tat transport -4.2 and Ecoli viability -3.0.
For Nc1c(C(=O)Nc2ccccc2)nnn1-c1ccc2c(c1)OCCO2 the results were HTR5A inv ag -5.8, PKA-R2B activ 3.6, SUMO Mot1 rescue 10.9, PKA-R1A activ 10.7, phage Ecoli inh 0.3, HTR5A ag ctr 2.2, AddAB inh 3.6, DAGLB inh -0.8, CDK5 p35 inh 1.7, Tat transport -8.2 and Ecoli viability 0.4.
`O=C(O)c1cc(-c2ccco2)nn1-c1cccc(Cl)c1` gave HTR5A inv ag 12.4, PKA-R2B activ -12.1, SUMO Mot1 rescue 32.9, PKA-R1A activ -9.4, phage Ecoli inh 1.0, HTR5A ag ctr -4.8, AddAB inh 0.2, DAGLB inh 4.1, CDK5 p35 inh -7.2, Tat transport 5.7 and Ecoli viability -3.2.
For Cc1cc(NC(=O)c2ccccc2)ccc1NC(=O)c1ccccc1Cl the results were HTR5A inv ag 2.5, PKA-R2B activ 9.1, SUMO Mot1 rescue -14.3, PKA-R1A activ -12.0, phage Ecoli inh 0.2, HTR5A ag ctr 0.6, AddAB inh 0.5, DAGLB inh -0.4, CDK5 p35 inh -0.6, Tat transport 9.2 and Ecoli viability 1.3.
For COc1ccc(C(=O)C2CCCN(Cc3cccn3-c3ccccn3)C2)c(OC)c1 (stereo unspecified) the results were HTR5A inv ag 18.0, PKA-R2B activ 6.6, SUMO Mot1 rescue -16.4, PKA-R1A activ 4.8, phage Ecoli inh 5.4, HTR5A ag ctr -6.3, AddAB inh 3.9, DAGLB inh 2.3, CDK5 p35 inh 0.6, Tat transport -9.1 and Ecoli viability 1.8.
Screening Cc1ccc(NC(=O)C(=O)NNC(=O)c2cccs2)cc1 returned HTR5A inv ag -1.9, PKA-R2B activ -5.6, PKA-R1A activ 5.2, phage Ecoli inh -0.7, HTR5A ag ctr 3.4, AddAB inh -2.6, DAGLB inh 1.7, CDK5 p35 inh -0.5, Tat transport -2.7 and Ecoli viability -0.2.
Screening O=C(C1CCC(CNc2c(N3CCCCC3)c(=O)c2=O)CC1)N1CCN(C2CCCCC2)CC1 (stereo unspecified) returned HTR5A inv ag -8.4, PKA-R2B activ 3.9, SUMO Mot1 rescue 499.1*, PKA-R1A activ 3.1, phage Ecoli inh 1.3, HTR5A ag ctr 2.8, AddAB inh 3.7, DAGLB inh -1.3, CDK5 p35 inh 0.7, Tat transport -0.8 and Ecoli viability 0.5.
`CC(C)c1ccccc1NC(=O)C1CC(=O)N(C2CCCC2)C1` (stereo unspecified) gave HTR5A inv ag -0.7, PKA-R2B activ -7.0, SUMO Mot1 rescue 7.4, PKA-R1A activ -8.9, phage Ecoli inh 2.2, HTR5A ag ctr -2.4, AddAB inh 0.8, DAGLB inh 0.7, CDK5 p35 inh 1.1, Tat transport 1.6 and Ecoli viability 1.2.
O=C(NCCCN1CCOCC1)C(=O)c1c[nH]c2ccccc12 was read as HTR5A inv ag 9.1, PKA-R2B activ -5.6, SUMO Mot1 rescue -5.0, PKA-R1A activ 13.8, phage Ecoli inh 1.0, HTR5A ag ctr 4.4, AddAB inh 1.2, DAGLB inh 0.1, CDK5 p35 inh 0.2, Tat transport -14.2 and Ecoli viability -1.6.
C=CCn1c(CCCNC(=O)c2ccccc2OC)nc2ccccc21 was read as HTR5A inv ag -11.1, PKA-R2B activ -2.9, SUMO Mot1 rescue 16.2, PKA-R1A activ -3.3, HTR5A ag ctr 3.5, AddAB inh 2.1, DAGLB inh -1.1, CDK5 p35 inh -0.1, Tat transport -7.9 and Ecoli viability 1.5.
Screening CCOC(=O)c1ccc2nc(NC(=O)C(C)C)sc2c1 returned HTR5A inv ag 17.1, PKA-R2B activ -4.0, SUMO Mot1 rescue 7.5, PKA-R1A activ -7.9, phage Ecoli inh 1.4, HTR5A ag ctr -5.8, AddAB inh 0.3, DAGLB inh -6.6, CDK5 p35 inh -1.1, Tat transport -9.3 and Ecoli viability 0.5.
For COc1ccccc1/C=N\Nc1ccccc1[N+](=O)[O-] the results were HTR5A inv ag 0.2, PKA-R2B activ 4.1, SUMO Mot1 rescue -2.3, PKA-R1A activ 4.9, phage Ecoli inh 4.2, HTR5A ag ctr 0.5, AddAB inh 0.3, DAGLB inh 34.7*, CDK5 p35 inh 5.1, Tat transport 10.8 and Ecoli viability 1.0.
For Cc1nc(C)c(C(=O)OCC(=O)NCc2ccccc2Cl)s1 the results were HTR5A inv ag -21.9, PKA-R2B activ -3.6, SUMO Mot1 rescue -5.2, PKA-R1A activ 4.3, phage Ecoli inh 3.2, HTR5A ag ctr 5.3, AddAB inh -2.5, DAGLB inh -1.7, CDK5 p35 inh 1.8, Tat transport -7.7 and Ecoli viability -3.3.
For O=C(NCCCn1ccnc1)C(Cc1ccc([N+](=O)[O-])cc1)N1C(=O)c2ccccc2C1=O (stereo unspecified) the results were HTR5A inv ag -14.0, PKA-R2B activ -10.2, SUMO Mot1 rescue 0.9, PKA-R1A activ -6.0, phage Ecoli inh 2.5, HTR5A ag ctr 5.8, AddAB inh 3.9, DAGLB inh 0.8, CDK5 p35 inh -0.3, Tat transport -5.2 and Ecoli viability -0.9.
`COCc1cc(N2CCCC2)nc(-c2ccccc2)n1` gave HTR5A inv ag 18.6, PKA-R2B activ 0.9, SUMO Mot1 rescue 3.4, PKA-R1A activ 0.0, phage Ecoli inh 1.4, HTR5A ag ctr 0.1, AddAB inh -0.1, DAGLB inh -6.0, CDK5 p35 inh 0.8, Tat transport -0.7 and Ecoli viability -2.0.
For CCOC(=O)C1CCCN(C/C=C/c2ccccc2)C1 (stereo unspecified) the results were HTR5A inv ag 16.3, PKA-R2B activ 5.8, SUMO Mot1 rescue -6.9, PKA-R1A activ 7.0, phage Ecoli inh -1.5, HTR5A ag ctr -4.3, DAGLB inh -0.2, CDK5 p35 inh -0.2 and Tat transport inactive.
Screening C=CCNC(=O)COc1ccc(Oc2ccccc2)cc1 returned HTR5A inv ag -21.0, PKA-R2B activ 10.2, SUMO Mot1 rescue 8.9, PKA-R1A activ 1.1, phage Ecoli inh 2.2, HTR5A ag ctr 7.6, AddAB inh -0.2, DAGLB inh -3.7, CDK5 p35 inh 0.1, Tat transport -8.3 and Ecoli viability 3.7.
For O=C(Nc1nc2ccccc2s1)c1ccc(F)cc1 the results were HTR5A inv ag -0.6, PKA-R2B activ 0.9, SUMO Mot1 rescue 18.3, PKA-R1A activ 3.0, phage Ecoli inh 3.6, HTR5A ag ctr -0.8, AddAB inh -0.8, DAGLB inh -5.6, CDK5 p35 inh -2.5, Tat transport -6.5 and Ecoli viability 0.7.
For CCCCOC(=O)Cn1c(=O)oc2ccc(C)cc21 the results were HTR5A inv ag -7.5, PKA-R2B activ -0.6, SUMO Mot1 rescue 4.8, PKA-R1A activ -8.6, phage Ecoli inh 2.1, HTR5A ag ctr 0.8, AddAB inh -1.2, DAGLB inh -6.3, CDK5 p35 inh 2.3, Tat transport 2.4 and Ecoli viability 0.3.
Cc1ccc(C(=O)NCC(=O)OCC(=O)c2ccc(C)c([N+](=O)[O-])c2)cc1 was read as HTR5A inv ag 7.4, PKA-R2B activ -4.6, SUMO Mot1 rescue 176.4, PKA-R1A activ -4.8, phage Ecoli inh 3.1, HTR5A ag ctr -2.6, AddAB inh 3.1, DAGLB inh 1.3, CDK5 p35 inh -0.7, Tat transport 9.7 and Ecoli viability 2.3.
Cc1csc(NC(=O)c2ccc(C)s2)n1 was read as HTR5A inv ag 22.1, PKA-R2B activ -0.2, SUMO Mot1 rescue 288.5, PKA-R1A activ 2.4, phage Ecoli inh 1.6, HTR5A ag ctr -1.6, AddAB inh 1.0, DAGLB inh 0.7, CDK5 p35 inh 1.9, Tat transport -7.5 and Ecoli viability -0.3.
COc1ccc(N=Cc2[nH]c3ccccc3c2O)cc1 was read as HTR5A inv ag 22.1, PKA-R2B activ 11.0, SUMO Mot1 rescue -18.4, PKA-R1A activ 0.4, phage Ecoli inh 2.7, HTR5A ag ctr 1.1, AddAB inh 0.3, DAGLB inh -3.4, CDK5 p35 inh -2.2, Tat transport 4.1 and Ecoli viability 0.7.
Screening COc1ccccc1C1CC(=O)Oc2ccc(C(C)(C)C)cc21 (stereo unspecified) returned HTR5A inv ag -3.8, PKA-R2B activ -4.1, PKA-R1A activ -7.6, phage Ecoli inh 3.3, HTR5A ag ctr 1.0, AddAB inh 0.9, DAGLB inh -7.1, CDK5 p35 inh 2.3, Tat transport 2.1 and Ecoli viability 1.1.
`CCC(C)(C)n1nnnc1C(c1cccs1)N1CCCCC1` (stereo unspecified) gave HTR5A inv ag -32.7, PKA-R2B activ 0.5, SUMO Mot1 rescue 30.9, PKA-R1A activ -7.2, phage Ecoli inh 4.8, HTR5A ag ctr -4.3, AddAB inh 1.7, DAGLB inh -4.0, CDK5 p35 inh -1.5, Tat transport 9.9 and Ecoli viability -0.8.
`Cc1cc(C)nc(NNC2=CC(=[N+]3CCCCC3)CC(C)(C)C2)n1` gave HTR5A inv ag 1.3, PKA-R2B activ 2.5, SUMO Mot1 rescue 0.5, PKA-R1A activ -3.3, phage Ecoli inh -1.9, HTR5A ag ctr -0.5, AddAB inh -1.9, DAGLB inh -1.1, CDK5 p35 inh 1.6, Tat transport 1.6 and Ecoli viability -1.9.
Screening Cc1cccc(NC(=O)CSc2nc3ccccc3nc2N2CCCC2)c1C returned HTR5A inv ag 12.0, PKA-R2B activ -2.6, SUMO Mot1 rescue 15.8, PKA-R1A activ 1.6, phage Ecoli inh 1.4, HTR5A ag ctr -4.0, AddAB inh 0.2, DAGLB inh 0.2, CDK5 p35 inh 0.9, Tat transport 13.5 and Ecoli viability -1.1.
CS(=O)(=O)c1ccc(N)c(SSc2cc(S(C)(=O)=O)ccc2N)c1 was read as HTR5A inv ag -0.4, PKA-R2B activ 10.7, SUMO Mot1 rescue 7.1, PKA-R1A activ -6.4, phage Ecoli inh 1.4, HTR5A ag ctr 0.1, AddAB inh 4.4, DAGLB inh 4.1, CDK5 p35 inh 2.2, Tat transport -24.4 and Ecoli viability 1.1.
